SNCA expr inhib: reduces expression of the alpha-synuclein gene. HEK-293 SNCA-luciferase knock-in, luminescence, 24 h. AID 1671194. hit rate 0.17% among 140,000. Potency, µM (top dose mostly 57.2 µM), without a hit: at the highest dose activity change, negative = inhibition, actives largely listed as inhibitors;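 note: potency is the fitted concentration of half-maximal effect; plate controls were DMSO cells for no effect and cell-free wells for full effect; nearly all actives have a fitted effect of over 45% in size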
IP6K1 inhibitor: IP6K1 kinase inhibition; IP6K1 kinase, ADP-Glo luminescence, 2 h; stronger effect = lower value; activity change, % (series mostly up to about 58 µM); AID 1645851; Q92551; hit rate 0.81% among 140,000; in the data active = activity change below about -25%
Target sequence (Q92551 whole entry, looked up): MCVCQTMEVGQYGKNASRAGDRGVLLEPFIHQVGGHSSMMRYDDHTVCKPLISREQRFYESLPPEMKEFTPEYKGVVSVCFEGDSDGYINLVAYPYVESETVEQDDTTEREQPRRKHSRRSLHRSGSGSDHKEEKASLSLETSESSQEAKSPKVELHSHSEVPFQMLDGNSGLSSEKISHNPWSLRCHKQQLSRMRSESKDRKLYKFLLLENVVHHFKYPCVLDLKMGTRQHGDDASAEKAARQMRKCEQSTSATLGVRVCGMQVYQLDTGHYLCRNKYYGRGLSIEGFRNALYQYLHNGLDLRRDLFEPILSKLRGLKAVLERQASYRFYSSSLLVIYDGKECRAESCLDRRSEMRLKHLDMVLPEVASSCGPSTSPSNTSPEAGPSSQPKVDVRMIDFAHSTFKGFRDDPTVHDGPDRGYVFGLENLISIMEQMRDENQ
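ADP-Glo luminescence measures ADP made by human IP6K1 during a 2 h RT reaction with ATP/IP6 (mix at 1.3 mM/130 uM); top library doses 57.5 and 19.1 uM final.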
Luciferase inh: blocks purified firefly luciferase enzyme activity; P08659; purified P. pyralis luciferase, luminescence, biochemical; Potency, µM (highest dose often 115 µM), inactives show at the highest dose activity change, negative = inhibition, actives largely listed as inhibitors; hit rate 2.5% among 76,000; AID 1347043; note: potency is the fitted concentration of half-maximal effect; nearly all actives have a fitted effect of over 65% in size
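Purified P. pyralis luciferase (10nM final) in 50mM Tris acetate pH 7.5, 10mM Mg acetate, 0.01% Tween-20, 0.05% BSA with 10uM D-luciferin and 10uM ATP. Compounds titrated qHTS. Luminescence imaged on CCD.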
3T3 cytotox: kills NIH 3T3 cells | hit rate 4.3% among 94,000 | Potency, µM (doses to about 96.7 µM), for the others: top-dose activity change, negative = cytotoxicity, hits mostly inhibitors | NIH 3T3 viability, CellTiter-Glo ATP luminescence, 48-72 h; note: potency is the fitted concentration of half-maximal effect; nearly all actives have a fitted effect of over 55% in size
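Cytotoxicity was measured by CellTiter-Glo ATP luminescence after 48 or 72 h compound exposure at 37 °C. Mouse NIH 3T3 fibroblasts were seeded at 400 cells/well and dosed by 23 nL pin transfer.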
GPT2 inh: inhibitors of human GPT2 alanine aminotransferase | Q8TD30 | Recombinant GPT2, coupled pyruvate oxidase/HRP Amplex Red fluorescence | Potency, µM (series often up to 57.7 µM), for the others: at the top dose activity change, negative = inhibition, most hits filed as inhibitors | hit rate 0.25% among 100,000; note: potency is the fitted concentration of half-maximal effect; nearly all actives have a fitted effect of over 60% in size; many of its hits are not listed in these tables
Target sequence (Q8TD30 whole entry, looked up): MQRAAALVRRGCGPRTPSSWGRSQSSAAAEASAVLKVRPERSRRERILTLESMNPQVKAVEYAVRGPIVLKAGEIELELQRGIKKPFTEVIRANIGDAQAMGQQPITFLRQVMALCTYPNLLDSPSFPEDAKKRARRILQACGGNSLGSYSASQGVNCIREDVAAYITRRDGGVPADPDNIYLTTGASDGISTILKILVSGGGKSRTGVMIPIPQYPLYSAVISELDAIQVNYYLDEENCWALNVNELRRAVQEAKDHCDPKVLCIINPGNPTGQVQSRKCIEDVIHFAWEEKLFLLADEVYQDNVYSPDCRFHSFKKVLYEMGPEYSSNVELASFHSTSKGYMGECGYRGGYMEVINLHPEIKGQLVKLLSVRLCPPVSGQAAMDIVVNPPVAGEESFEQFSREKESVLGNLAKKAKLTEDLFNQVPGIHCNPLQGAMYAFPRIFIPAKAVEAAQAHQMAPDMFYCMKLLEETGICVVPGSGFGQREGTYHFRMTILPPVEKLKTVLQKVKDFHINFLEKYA
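Recombinant GPT2 (10ng/uL) with 250uM a-KG and 2mM L-alanine, 30 min at room temperature, in HEPES pH 7.5 buffer. Pyruvate detected by pyruvate oxidase/HRP/Amplex Red fluorescence after 30 min in the dark; AOA (50uM) as positive control.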
SNCA viab count: cell viability loss counter-screen; HEK-293-SNCA-luc viability, GF-AFC fluorescence, 24 h; Potency, µM (doses to about 57.1 µM), inactives show at the highest dose activity change, negative = cytotoxicity, most hits filed as cytotoxic; hit rate 0.12% among 150,000;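 note: potency is the fitted concentration of half-maximal effect; 0% = DMSO-treated cells and -100% = medium-only wells without cells; nearly all actives have a fitted effect of over 30% in size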
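Cytotoxicity counterscreen: after 24 h compound treatment of genome-edited SNCA-luciferase HEK-293 cells, live-cell protease substrate GF-AFC read by fluorescence after 30 min; activity scaled between DMSO (0%) and medium-only (-100%), curves Hill-fitted.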
HEK293 tox: HEK 293 cell cytotoxicity. HEK 293 viability, ATP luminescence (CellTiter-Glo), 48-72 h. Potency, µM (top dose mostly 115 µM), for the others: at the top dose activity change, negative = cytotoxicity, hits mostly inhibitors. hit rate 6.6% among 94,000; note: potency is the fitted concentration of half-maximal effect; nearly all actives have a fitted effect of over 60% in size
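CellTiter-Glo luminescence (cellular ATP) was read after 48 or 72 hr of compound exposure at 37 degree Celsius. Cells were HEK 293 plated at 250 cells/well.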
* marks the source's active call; other numbers are inactive results; i = inactive; u = inconclusive; x = no result given; [ ] = another dose, or the depositor's remark. Unless noted, calls come from the whole dose curve; as a rule, active = well fitted curve in the direction sought with a large enough effect; inconclusive = small, poorly fitted or top-dose-only effect, or another doubt; inactive = no such curve, though single readings can be large; an effect the other way counts as inactive or inconclusive. Unless noted, % is set by controls: 0 for no effect and ±100 for the full control effect.

Each structure is followed by: SNCA expr inhib	IP6K1 inhibitor	Luciferase inh	3T3 cytotox	GPT2 inh	SNCA viab count	HEK293 tox
Cc1ccc(OCC(=O)NCC(c2ccc(Cl)cc2)N2CCCCC2)cc1 (centres undefined)
    3%	-5	x	x	x	3%	x
Cc1ccsc1CN1CCCN(S(=O)(=O)c2ccccc2)CCC(=O)NCC1
    -4%	5	0%	-27%	-27%	-7%	-4%
CN(C)C[C@@H]1CN(S(C)(=O)=O)C[C@H]1NC(=O)NC1CCCCC1
    -1%	1	10%	i	i	5%	i
CC(=O)N1CCC(N2C[C@@H](F)[C@@H](OCc3nc4ccccc4[nH]3)C2)CC1
    10%[87.6 µM]	5	-5%[172 µM]	-16%[138 µM]	i	-2%[87.6 µM]	-3%[172 µM]
CSCCC(NS(=O)(=O)c1ccc2c(c1)oc(=O)n2C)C(=O)N1CCN(c2cc(Cl)ccc2C)CC1 (centres undefined)
    -13%	-5	x	x	x	-1%	x
CCCN(CCC)C(=O)Cn1c(=O)n(Cc2ccc(C(=O)NCCc3ccc(Cl)cc3)cc2)c(=O)c2ccccc21
    13%	-15	x	x	x	-1%	x
CC(C)c1noc([C@@H]2C[C@H]3C(=O)NCCCCCCN(C(=O)COc4ccc(F)cc4)[C@H]3C2)n1
    -6%	6	0%	u	4%	-15%	u
Cc1cccc2[nH]c(C3CCN(C(=O)C4NCCc5[nH]cnc54)CC3)nc12 (centres undefined)
    1%	-6	-2%	3%	0%	-4%	4%
Cc1cccc(N2CCN(C(=O)c3cc(S(=O)(=O)N4CCC(C)CC4)cn3C)CC2)c1C
    11%	6	x	x	x	3%	x
Clc1ccc(-c2cnc([C@@H]3COCCN3Cc3ccccc3)[nH]2)s1
    -18%[87.6 µM]	1	-2%[172 µM]	79µM*	-11%[88.5 µM]	-12%[87.6 µM]	100µM*
CSc1ncc(Cl)c(C(=O)NCc2ccc(C)cc2)n1
    34%[activator]	-8	x	x	x	0%	x
O=C(NCCc1ccc(F)cc1)C(=O)NCC(c1cccs1)S(=O)(=O)c1cccs1 (centres undefined)
    11%	18	x	x	x	-6%	x
O=C(NCc1cccc(C(F)(F)F)c1)C1CCN(Cc2ccccc2-c2ccccc2F)CC1
    x	10	x	u	x	x	25µM*
O=C(Nc1ccc(Cl)cc1Cl)c1cnn2c1CN(C(=O)c1ccccc1F)CC2
    u	-1	x	-22%	i	u	-8%
Cc1ccc(C)n1-c1nnc(N2CCCC(C(=O)NCc3cccc(Br)c3)C2)s1 (centres undefined)
    -8%	2	x	x	x	-19%	x
COc1ccc(C2(C(=O)N3CCc4nn(Cc5ccccc5)c(=O)n4CC3)CC2)cc1
    -26%	-2	x	-13%	-5%	0%	3%
CC(C)c1noc([C@H]2C[C@@H]3NCCCCCCNC(=O)[C@@H]3C2)n1
    -5%	0	6%	-14%	i	0%	-11%
COc1ccc2nc3n(c2c1)[C@@H](CNC(=O)c1cnccn1)COC3
    -19%[87.6 µM]	-4	2%[172 µM]	i	5%[88.5 µM]	6%[87.6 µM]	i
COc1ccc(CCNc2ncnc3onc(-c4ccc(Cl)cc4)c23)c(OC)c1
    -16%	7	x	x	x	9%	x
CCOC(=O)c1cc(-c2ccccc2)n(CCCC(=O)Nc2ccc(CC)cc2)c1C
    -25%	-6	x	x	x	-13%	x
Cc1ccc(NC(=O)N2CCC(CCNC(=O)c3n[nH]c4ccccc34)CC2)cc1F
    61%[activator]	-10	u	u	i	-2%	79µM*
Cc1nn(C(=O)CCCC(=O)N2CCC(Cc3nncn3CC3CC3)CC2)c2ccccc12
    -13%	13	-1%	u	i	-2%	-5%
COc1ccccc1Nc1c2c(nc3ccc(NC(=O)c4ccccc4F)cc13)CCCC2
    u	14	x	x	x	u	x
COc1ccc(C(=O)NCCC2CCN(C(=O)Nc3cccc(F)c3)CC2)cc1
    156%[activator]	9	x	-25%	-4%	-1%	-15%
CC(=O)Nc1cccc(O)c1
    18%[25.6 µM]	11	x	x	i	23%[23.9 µM]	x
O=C(NCc1ccc(Cl)cc1)c1cn2cc(-c3ccc(F)cc3)sc2n1
    21%	17	x	u	i	-4%	28µM*
CCSc1nc(-c2cccc(Cl)c2)nc2c1Cc1c(CO)cnc(C)c1O2
    6%	2	x	x	x	-8%	x
COc1cc(CNC(=O)c2cnc(SC)nc2-c2ccccc2)cc(OC)c1OC
    20%	-7	x	x	x	-1%	x
CN(C)S(=O)(=O)c1ccc(C(=O)NCCSc2c(-c3ccccc3)[nH]c3ccccc23)cc1
    u	-2	x	x	x	-11%	x
O=C1C(N2CCN(S(=O)(=O)Cc3ccccc3F)CC2)CCN1CCc1ccccc1 (centres undefined)
    5%	1	-7%	-26%	u	6%	u

Two compounds picked at random from the list so far, as already listed:
Each structure is followed by: SNCA expr inhib	IP6K1 inhibitor	Luciferase inh	3T3 cytotox	GPT2 inh	SNCA viab count	HEK293 tox
CCOC(=O)c1cc(-c2ccccc2)n(CCCC(=O)Nc2ccc(CC)cc2)c1C
    -25%	-6	x	x	x	-13%	x
Cc1ccsc1CN1CCCN(S(=O)(=O)c2ccccc2)CCC(=O)NCC1
    -4%	5	0%	-27%	-27%	-7%	-4%

Following part
Each structure is followed by: SNCA expr inhib	IP6K1 inhibitor	Luciferase inh	3T3 cytotox	GPT2 inh	SNCA viab count	HEK293 tox
O=C(Nc1ccc(Cl)cc1Cl)c1cn2c(n1)CN(C(=O)OCc1ccccc1)CC2
    -29%	16	x	u	i	-3%	u
Cc1cnc(C(=O)N2C[C@@H](Oc3cccnc3)C[C@H]2C(=O)N2CCCC2)cn1
    -4%	4	-2%	-21%	i	-2%	3%
Cc1cccc(NC(=O)c2c(C)oc3ncn(CC(C)C)c(=O)c23)n1
    17%	26	x	x	x	4%	x
O=C1[C@@H]2C[C@@H](O)CN2C2(CN(Cc3ccc(F)c(F)c3)C2)C(=O)N1Cc1ccccc1F
    5%	-5	-3%	-2%	0%	-8%	4%
O=C(c1cccc(Cl)c1)N1CCC(c2n[nH]c(=O)n2-c2ccccc2)CC1
    -21%	22	9%	u	i	12%	9%
CN(C)[C@H]1CCCCN(C(=O)c2cnc3ccccn3c2=O)C1
    19%	-34*	-12%	-21%	i[11.5 µM]	2%	-16%
COc1cccc(CC(=O)N2CC(COc3ccccc3)C3(C2)CN(c2ccccc2)C3)c1 (centres undefined)
    -8%	1	4%	u	-9%	-12%	u
COc1ccc(OC)c(-c2cnc3[nH]cc(CC(=O)NCc4cccnc4)c3c2)c1
    -20%[87.6 µM]	-16	-18%[172 µM]	u	4%[88.5 µM]	4%[87.6 µM]	u
O[C@H]1[C@H](NCc2ccco2)[C@H]2CO[C@H](O2)[C@@H]1N1CCCCC1
    7%[87.6 µM]	4	-13%[172 µM]	4%[174 µM]	-3%[88.5 µM]	7%[87.6 µM]	3%[172 µM]
O=S(=O)(N[C@H]1CCCC[C@@H]1N1CCOCC1)c1ccc(Cl)cc1
    x	-12	x	x	i	-6%	x
COc1ccc(C(=O)N2CCC3(CC2)CC(O)CCO3)cc1F (centres undefined)
    15%	8	4%	i	i	3%[12.5 µM]	17%
CN(C)[C@@H]1CN(Cc2cc(F)c(F)c(F)c2)CC[C@@H]1CNC(=O)C1CC1
    53%[activator]	5	-6%	-16%	i	-2%[12.5 µM]	-4%
OCC1(CC2CC2)CCCN(Cc2ccc(C(F)(F)F)nc2)C1 (centres undefined)
    -16%	4	3%	-27%	-1%	1%	u
Cc1ccc(C(=O)N(Cc2ccc(N(C)C)cc2)Cc2ccco2)cc1
    4%	14	x	x	x	2%	x
O=C(Cc1ccccn1)N1CCN(c2nccc(Nc3ccccc3Cl)n2)CC1
    -6%	-19	x	u	0%	-4%	u
CCNC(=O)c1ccc(C)c(-n2c(C)nc3cccnc32)c1
    52%[activator]	15	x	x	x	2%	x
NC(=O)CN1C(=O)C2(SCC(=O)N2c2cccc(F)c2)c2ccccc21 (centres undefined)
    19%	1	x	x	x	10%	x
CCCCc1ccc(NS(=O)(=O)c2cc3c4c(c2)CC(=O)N4CCC3)cc1
    -14%	7	x	x	x	-12%	x
COc1ccc(Nc2nc3ccccc3n3c(N)nnc23)cc1
    70%[activator]	41	x	x	x	-12%	x
O=C(N[C@H](Cc1cscn1)C(=O)N[C@@H](CC1CCCCC1)[C@@H](O)[C@@H](O)C1CC1)c1nc2ccccc2[nH]1
    x	7	x	x	-3%	-22%	x
COc1ccc(CNC(=O)Cn2c(-c3ccc(F)cc3)nc(C)c(CCO)c2=O)cc1OC
    -8%	-9	2%	-11%	i	-18%	-25%
CCc1ccc2oc(-c3ccc(C)c(NC(=O)Cc4ccccc4)c3)nc2c1
    116%[activator]	17	x	x	x	6%	x
O=C(c1ccc2c(c1)CCN2S(=O)(=O)c1ccc(Cl)cc1)N1CCN(c2ccccc2F)CC1
    2%	-15	x	x	x	10%	x
CC(C/C=C/C(C)(C)O)C1CCC(C)(O)C(O)C1 (centres undefined)
    x	0	x	x	4%	1%	x
COC(=O)c1cc(S(=O)(=O)NCC2CCN(Cc3cc(C)ccc3C)CC2)c[nH]1
    -3%	-9	x	x	x	2%	x
Cc1ncoc1C(=O)N1C[C@@H](COCC2CC2)[C@H](c2ccccn2)C1
    -6%	-1	1%	i	-2%	-2%	5%
CN(C)c1cccc(C(=O)N2CCC3(CC2)NC(=O)N(c2cccc(F)c2)N3)c1
    36%[activator]	-5	-11%	u	-29%	-6%	u
CCOC(=O)c1[nH]c(C)c(CCC(=O)NCc2ccccc2)c1C
    -2%	3	x	x	x	-3%	x
Cc1ccc(Cn2c(-c3ccccc3)nc3ccccc32)cc1
    24%	-27*	x	x	x	10%	x
CCCNC(=O)N(C1CCOCC1)C1CCN(C(=O)c2ccc(CC)cc2)CC1
    24%	11	0%	u	4%	4%	5%
Cn1cnc(S(=O)(=O)N2CCC3(CC2)N(CC2CC2)C(=O)CS3=O)c1 (centres undefined)
    3%	-2	-1%	4%	1%	4%	i
COCCCn1c(=O)c(C(=O)NCCc2ccc(OC)cc2)nc2cccnc21
    -5%	-1	x	1%	3%	-4%	-3%
OCC1(CN2CCCC2)CCN(Cc2ccc(Cl)c(F)c2)CC1
    12%	3	3%	u	i	17%	u
Cc1ccc2ccccc2c1CN1CCC2(CCCO2)CCC1=O (centres undefined)
    -3%	1	-1%	-27%	i	-5%	-27%
O=C(Cn1c(=O)c2ccccc2n(CC(=O)Nc2ccccc2F)c1=O)NCCc1ccccc1
    13%	1	x	x	x	0%	x
Cc1cnn(CCC(=O)N2CCCC(c3nnc(Cn4ccnc4)n3C)C2)c1 (centres undefined)
    u	8	0%	-3%	-47%	-6%	i

Source: PubChem BioAssay

A portion of the library, so the mix of outcomes need not match the whole.
